EPAC1 antag – antagonists of human EPAC1 | EPAC1 GEF assay, Rap1b-BODIPY-GDP exchange fluorescence | Potency, µM (top dose mostly 115 µM), for the others: at the top dose activity change, negative = inhibition, usual class: inhibitors | actives 0.14% (n = 360,000) | AID 720709;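 also: plate controls were vehicle for no effect and positive control for full effect; nearly all actives have a fitted effect of over 50% in size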
EPAC2 antagonist – blocks human EPAC2 exchange factor. Q8WZA2. EPAC2 GEF exchange of Rap1B-BODIPY-GDP, fluorescence. Potency, µM (highest dose often 114 µM), for inactives: top-dose activity, negative = inhibition, actives largely listed as inhibitors. actives 0.18% (n = 360,000); also: % is scaled to controls: 0 for no effect and ±100 for the full control effect; nearly all actives have a fitted effect of over 45% in size; many of its hits are not listed in these tables
Target sequence (Q8WZA2 whole entry, looked up): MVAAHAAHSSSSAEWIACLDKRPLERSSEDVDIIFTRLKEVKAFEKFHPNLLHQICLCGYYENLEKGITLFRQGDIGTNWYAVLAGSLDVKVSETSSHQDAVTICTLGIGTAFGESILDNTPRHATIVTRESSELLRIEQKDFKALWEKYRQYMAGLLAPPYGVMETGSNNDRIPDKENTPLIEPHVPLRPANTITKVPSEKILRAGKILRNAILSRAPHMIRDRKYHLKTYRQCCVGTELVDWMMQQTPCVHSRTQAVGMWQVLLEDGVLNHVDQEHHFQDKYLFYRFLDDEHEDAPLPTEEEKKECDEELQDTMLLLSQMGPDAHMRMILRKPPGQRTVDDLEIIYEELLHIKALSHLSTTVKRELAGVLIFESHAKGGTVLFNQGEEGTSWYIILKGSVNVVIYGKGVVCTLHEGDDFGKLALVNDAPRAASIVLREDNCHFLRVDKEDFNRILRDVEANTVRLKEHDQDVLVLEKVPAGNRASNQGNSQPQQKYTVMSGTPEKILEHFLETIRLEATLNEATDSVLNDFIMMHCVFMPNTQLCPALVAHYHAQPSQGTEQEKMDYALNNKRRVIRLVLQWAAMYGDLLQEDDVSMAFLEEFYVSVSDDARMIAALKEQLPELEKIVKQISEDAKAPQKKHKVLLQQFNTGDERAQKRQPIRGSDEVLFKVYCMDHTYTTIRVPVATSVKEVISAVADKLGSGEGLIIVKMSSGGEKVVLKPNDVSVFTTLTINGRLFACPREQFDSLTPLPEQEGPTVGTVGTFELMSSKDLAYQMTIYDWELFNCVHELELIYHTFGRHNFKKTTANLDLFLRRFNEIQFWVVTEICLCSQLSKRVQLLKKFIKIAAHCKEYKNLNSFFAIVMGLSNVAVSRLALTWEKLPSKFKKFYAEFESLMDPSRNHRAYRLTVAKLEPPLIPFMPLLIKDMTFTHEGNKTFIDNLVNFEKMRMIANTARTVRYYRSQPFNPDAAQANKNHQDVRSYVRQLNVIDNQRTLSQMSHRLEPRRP
TDP-43 yeast inh – rescues yeast growth from TDP-43 toxicity | actives 1.8% (n = 410,000) | TDP-43 expressing yeast growth rescue, BacTiter-Glo, 24 h | Potency, µM (series often up to 46.1 µM), for inactives: at the highest dose growth rescue (activation), most hits filed as activators; also: % of control where 0% means no effect; nearly all actives have a fitted effect of over 50% in size
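Growth rescue of TDP-43-toxic yeast measured as ATP luminescence (BacTiter-Glo). Cells grown to mid-log in raffinose, induced in galactose at OD600=0.02, exposed to compound 24 hr at 30 deg C.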
EPAC1 ag – activates human EPAC1 exchange factor; O95398; actives 0.073% (n = 360,000); AID 720707; Potency, µM (doses to about 154 µM), for the others: at the highest dose activation, hits mostly activators; EPAC1 agonist qHTS, biochemical assay; response scale: 100% = response to 6.5 mM cAMP; also: nearly all actives have a fitted effect of over 60% in size
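Normalized to 6.5 mM cAMP, activity reflects EPAC1-catalysed release of BODIPY-GDP from Rap1B, followed kinetically over 30 min at 480 nm excitation, 540 nm emission. Reaction contained 100 nM EPAC1, 250 nM Rap1B-BODIPY-GDP, 50 uM GDP.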
FUS suppressor – suppressors of FUS proteinopathy in yeast | S. cerevisiae FUS-expressing, growth rescue, OD600, 24 h | Potency, µM (top dose mostly 76.6 µM), for the others: top-dose growth rescue (activation), usual class: activators | actives 0.24% (n = 390,000);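 also: plate controls were DMSO vehicle for no effect and reference control for full effect; nearly all actives have a fitted effect of over 55% in size; some results filed as inactive show a strong effect at the top dose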
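FUS-expressing yeast, raffinose-pregrown, induced in 2% galactose minimal medium at OD 0.005; compounds in a dilution series, 24hr at 30C. Growth restoration read as absorbance at 600 nm. CP55940 positive control, DMSO negative.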
PTHR1 ag – PTHR1 (human) receptor agonism; HEK293 GP2 PTHR1 cells, GloSensor cAMP luminescence, 1 h; actives 0.075% (n = 410,000); AID 743266; Potency, µM (top dose mostly 115 µM), without a hit: at the highest dose activation, most hits filed as activators; also: nearly all actives have a fitted effect of over 55% in size; some results filed as inactive show a strong effect at the top dose; inactives centre near -15; many of its hits are not listed in these tables
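HEK-293-derived GP2 cells expressing PTHR1 and a GloSensor cAMP reporter, 3,000/well, plated overnight, given luciferin plus IBMX (each 0.5 mM as added) for 1 h at 37 °C, then compound for 1 h at 37 °C. Luminescence was read after 15 min at room temperature.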
aSyn yeast inh – inhibitors of alpha-synuclein toxicity in yeast; AID 652106; Yeast expressing alpha-synuclein, growth rescue, BacTiter-Glo, 24 h; actives 0.14% (n = 370,000); Potency, µM (highest dose often 46.1 µM), for inactives: at the top dose growth rescue (activation), actives largely listed as activators; also: % of control where 0% means no effect; nearly all actives have a fitted effect of over 65% in size
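Rescue of yeast growth: cells expressing toxic alpha-synuclein, induced in galactose at OD600 0.02, incubated with compound 24 h at 30 C. ATP luminescence quantified growth; inhibitors of toxicity appear as activators.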
EPAC2 ag – EPAC2 (human) agonism; Potency, µM (doses to about 154 µM), for the others: at the highest dose activation, actives largely listed as activators; actives 0.079% (n = 360,000); Q8WZA2; EPAC2 activation, biochemical qHTS; response scale: 100% = 6.5 mM cAMP response; also: nearly all actives have a fitted effect of over 50% in size
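EPAC2 (100 nM) mixed with Rap1B loaded with BODIPY-GDP (250 nM) plus 50 uM unlabeled GDP; compounds pinned in, 5 min RT, then read every 5 min for 30 min (ex 480, em 540 nm). Normalized to cAMP control.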
Starred values were filed as active, the others as inactive; i = inactive; ? = inconclusive; · = not tested or not shown; & = joins results of further samples; [ ] = remark or other dose. Calls follow the shape of the dose curve; as a rule, active = well fitted curve in the direction sought with a large enough effect; inconclusive = small, poorly fitted or top-dose-only effect, or another doubt; inactive = no such curve, though single readings can be large; an effect the other way counts as inactive or inconclusive. Potency is read from the fitted curve at half-maximal effect. These rows are one share of the data, so the mix of outcomes need not match the whole.

SMILES	EPAC1 antag	EPAC2 antagonist	TDP-43 yeast inh	EPAC1 ag	FUS suppressor	PTHR1 ag	aSyn yeast inh	EPAC2 ag
COc1cccc(OCCNC(=O)c2cc([N+](=O)[O-])cc([N+](=O)[O-])c2)c1	-7%	1%	9%	-2%	5%	i	3%	-7%
CCCCn1c(N)c(N(CCC(C)C)C(=O)c2c(C)noc2C)c(=O)[nH]c1=O	14%	10%	14%	0%	-16%	-24%	1%	-1%
Nc1nonc1-n1nnc(C(=O)N/N=C/c2cccnc2)c1CSC1=NCCS1	-7%	5%	-2%	7%	27%	-6%	-5%	12%
Fc1ccc2cnc(-c3ccccc3)cc2c1	10%	-6%	9%	-1%	-12%	-32%	18%	5%
O=c1[nH]c2ccccc2n1Cc1ccc(F)cc1	-6%	-11%	?	6%	-21%	-81%[inhibitor]	3%	5%
CCc1nnc(NC(=O)COc2ccc(N(C)S(=O)(=O)c3ccc(C)cc3)cc2)s1	-8%	1%	-1%	-8%	-7%	-31%[inhibitor]	-5%	-4%
Cc1sc(NC(=O)CN(Cc2ccc(F)cc2)C(=O)C(C)C)c(C(N)=O)c1C	-11%	-4%	-4%	-7%	-11%	6%[57.5 µM]	2%	-46%[inhibitor]
CC(Sc1ccc(S(=O)(=O)N2CCCCC2)cn1)C(N)=O (stereo not drawn)	19%	3%	-1%	-6%	-21%	i	3%	-5%
CCn1c(SCC(=O)c2ccccc2)nnc1-c1cnccn1	12%	-2%	9%	5%	18%	i	0%	2%
Cc1cc(=O)oc2cc(OC(C)C(=O)Nc3nccs3)ccc12 (stereo not drawn)	5%	2%	2%	1%	21%	0%	5%	5%
Cc1ccc(NC(=O)CCNS(=O)(=O)c2cccc3nsnc23)cc1	-29%	-6%	18%&11%	-3%	6%	-2%	4%	6%
COc1ccc(C(CC(=O)Nc2nccs2)n2cccc2)cc1 (stereo not drawn)	-7%	-6%	1%	-1%	21%	-1%[57.5 µM]	-3%	2%
CCOC(=O)c1cc(-c2ccc(OC(F)F)cc2)nc2c1c(=O)[nH]c(=O)n2C	9%	7%	3%	-3%	·	i	6%	10%
CN(C)C(=S)Nn1c(-c2ccccc2)nc2ccccc2c1=O	-23%	-4%	-13%	-6%	3%	i	0%	7%
CCN(C(=O)Cn1cnc2c1c(=O)n(C)c(=O)n2C)C1CCS(=O)(=O)C1 (stereo not drawn)	10%	5%	9%	-4%	-9%	i	-4%	4%
CC(=O)Nc1nc2ccccc2n1Cc1ccccc1Cl	-2%	3%	25%	5%	3%	-5%	1%	-7%
c1cncc(-c2nnc(-c3cccs3)o2)c1	0%	-2%	-1%	4%	5%	i	1%	-1%
O=C(O)c1ccccc1C1c2ccccc2Oc2ccccc21	9%	?	?	-2%	-23%	-9%	-14%	-1%
CCOC(=O)[C@]12CCC=C1N(CCC1=CCCCC1)C(=O)[C@H](CC(=O)N1CCCC1)C2	-4%	2%	5%	4%	13%	i	-1%	5%
O=C(CN1C(=O)NC2(CCOc3ccccc32)C1=O)c1ccc[nH]1 (stereo not drawn)	14%	17%	-27%	-5%	17%	i	0%	10%
C/C=C(\C)c1nnc(NC(=O)c2ccco2)s1	0%	2%	8%	9%	2%	i	-1%	7%
COc1ncc(-c2ccc(N3C(c4ccsc4)=Cc4ccccc4C3CC(C)=O)cc2)cn1 (stereo not drawn)	0%	-7%	0%	19%	?	-34%[inhibitor]	-1%	11%
Cc1ccc(-n2nc3c(n2)/C(=N/O)CC/C3=N\O)cc1	-8%	0%	-20%	-8%	15%	-18%	-21%	1%
CC(CN1C(C)CCCC1C)OC(=O)c1ccccc1Br (stereo not drawn)	-5%	10%	-11%	6%	-14%	i	4%	-1%
O=C(c1ccc(F)cc1)N1CCN(c2cc(N3CCCCC3)c(F)cc2[N+](=O)[O-])CC1	-16%	-26%	13%	17%	?	1%[57.5 µM]	-1%	1%
COC(=O)C1=COC(C)C2CN3CCc4c([nH]c5ccccc45)C3CC12 (stereo not drawn)	-18%	0%	-8%	-19%	6%	11%	-3%	?
c1ccc(C(c2nnnn2C2CCCCC2)N2CCc3ccccc3C2)nc1 (stereo not drawn)	-6%	-2%	4%	4%	19%	i	-1%	11%
COc1ccc(CNC(=O)N[C@@H](CC(C)C)C(=O)O)cc1OC	-3%	-2%	13%	15%	-36%	-1%	1%	17%
Cc1cc(C)n2c(SCC(=O)N(CCC#N)c3ccc4c(c3)OCCO4)nnc2n1	-13%	-2%	-6%	10%	40%	3%	1%	4%
CN(C)c1ccc(C=O)c(Oc2ccccc2)c1	6%	?	0%	4%	-1%	-3%	9%	8%
COc1ccc2c(c1)CCC(C)N2C(=O)C(=O)c1c[nH]c2ccccc12 (stereo not drawn)	-14%	?	1%	-13%	16%	-46%[inhibitor]	2%	-4%
C/C(=N/NC(=O)c1ccccn1)c1c[nH]c2ccccc12	-4%	-7%	12%	7%	19%	-9%	-8%	6%
CCOC(=O)c1c(NC(=O)CC2SC(N)=NC2=O)sc2c1CCCC2 (stereo not drawn)	9%	5%	-24%	15%	5%	-42%[inhibitor]	0%	4%
O=C(CN1C(=O)/C(=C/c2ccccc2)SC1=S)NNC(=O)c1ccccc1O	4%	-1%	2%	-6%	18%	-48%[inhibitor]	-3%	-8%
Cc1cccc(OC(C)C(=O)N2CCCc3ccccc32)c1 (stereo not drawn)	-12%	14%	5%	-4%	7%	-62%[inhibitor]	3%	11%
CSCCC(NC(=O)COc1ccccc1)C(=O)N1CCCC(C)C1 (stereo not drawn)	-14%	12%	-19%	3%	17%	24%	4%	13%
Brc1cccc(-c2n[nH]c(-c3ccccc3)n2)c1	?	-11%	?	1%	·	-25%	-9%	7%
O=C(CN1CCN(c2ccccc2)CC1)NC(=O)NCc1ccccc1	9%	4%	1%	0%	-14%	-11%	0%	2%
C[C@H](CO)N1C[C@H](C)[C@@H](CN(C)Cc2ccc(C(=O)O)cc2)Oc2c(NS(=O)(=O)c3ccc(F)cc3)cccc2C1=O	-4%	5%	8%	-19%	-6%	i	-1%	-1%
CC1(Oc2cccc(F)c2)CCN(Cc2ccccc2OC(F)F)C1 (stereo not drawn)	-17%	13%	15%	-3%	-15%	-11%	-6%	16%
COc1ccc(N2CCN(C(=O)C3(C)CC3(Cl)Cl)CC2)cc1 (stereo not drawn)	10%	-2%	-4%	-1%	·	i	12%	-6%
CCOC(=O)C(CSCc1ccccc1)NC(=O)OC(C)(C)C (stereo not drawn)	?	-15%	-45%[inhibitor]	-23%	-93%[inhibitor]	-46%[inhibitor]	13%	-4%
Clc1cncc(Cl)c1N/N=C/c1ccccc1	-11%	0%	21%	-9%	16%	-12%	-9%	14%
CCC(=Nc1ccccc1O)C1=C(O)CC(c2ccccc2)CC1=O (stereo not drawn)	4%	-26%	-36%[inhibitor]	-2%	3%	-3%	19%	-1%
CC[C@@H](C)[C@H](N)C(=O)NC[C@H]1O[C@@H](n2cnc3c(N)ncnc32)[C@H](O)[C@@H]1O	-20%	13%	12%	-4%	-26%	26%	0%	4%
CCOC(=O)c1ccc(NCC(O)COc2ccccc2)cc1 (stereo not drawn)	-16%	-20%	23%	-3%	37%	16%	10%	9%
CCOC(=O)c1cn(CC(=O)Nc2ccccc2C(=O)OCC)nn1	-6%	-2%	22%	4%	-1%	-33%	-1%	15%
COc1ccc(C(=O)COC(=O)CN2C(=O)C3C4C=CC(C5CC45)C3C2=O)cc1 (stereo not drawn)	-7%	2%	?	3%	·	-8%	6%	0%
O=C(NCCc1cccs1)c1cccs1	0%	20%	-10%	0%	12%	i	-1%	3%
CCCCn1nnnc1C(CCSC)N1CCN(C/C=C/c2ccccc2)CC1 (stereo not drawn)	-5%	10%	24%	-2%	-15%	-13%	-3%	11%
Cn1c(SCC(=O)NC2CCCCC2)nnc1C(F)(F)F	10%	-9%	20%	-7%	-11%	i	-5%	-5%
CCCc1noc2c1C(c1cc(Br)ccc1F)C(C#N)=C(N)N2 (stereo not drawn)	-4%	-22%	1%	4%	-31%	-39%[inhibitor]	1%	-6%
COc1ccccc1N=Cc1c(O)c2ccccc2oc1=O	12%	24%	-17%	2%	·	-13%	-3%	4%
COc1ccc(C(C)=O)cc1CN1C(=O)NC(CC(C)C)C1=O (stereo not drawn)	6%	-5%	11%	10%	-9%	-24%	1%	6%
COc1ccc(CCN(C)CC(O)c2ccccc2)cc1OC (stereo not drawn)	-2%	-13%	18%	4%	-4%	i	0%	6%
COc1cccc(C2Nc3cccc4cccc(c34)N2)c1	-1%	-4%	10%	6%	14%	-6%	-8%	10%
CCCS(=O)(=O)NC(=O)C1(C)CCN(C(=O)c2ccc(C(F)(F)F)nc2C)C1 (stereo not drawn)	8%	0%	-5%	7%	-17%	i	0%	5%
CCn1c(SCC(=O)NCC(=O)Nc2ccc(F)cc2)nnc1-c1ccncc1	19%	8%	0%	-8%	23%	-22%	-9%	-1%
COc1ccc(NC(=O)COC(=O)CCc2ccc(S(=O)(=O)N3CCOCC3)cc2)c(OC)c1	3%	0%	14%	11%	-9%	-13%	1%	4%
Cn1c(=O)c2c(nc3n2CC(CO)O3)n(C)c1=O (stereo not drawn)	6%	9%	3%	-4%	-14%	-19%	1%	-6%

Exported with two lines to a compound: entries from further up
Every second line gives: EPAC1 antag	EPAC2 antagonist	TDP-43 yeast inh	EPAC1 ag	FUS suppressor	PTHR1 ag	aSyn yeast inh	EPAC2 ag
O=C(NCCc1cccs1)c1cccs1
  0%	20%	-10%	0%	12%	i	-1%	3%
Cn1c(=O)c2c(nc3n2CC(CO)O3)n(C)c1=O (stereo not drawn)
  6%	9%	3%	-4%	-14%	-19%	1%	-6%
COc1ccccc1N=Cc1c(O)c2ccccc2oc1=O
  12%	24%	-17%	2%	·	-13%	-3%	4%
CCCCn1nnnc1C(CCSC)N1CCN(C/C=C/c2ccccc2)CC1 (stereo not drawn)
  -5%	10%	24%	-2%	-15%	-13%	-3%	11%
COc1ccc(NC(=O)COC(=O)CCc2ccc(S(=O)(=O)N3CCOCC3)cc2)c(OC)c1
  3%	0%	14%	11%	-9%	-13%	1%	4%

Screening data: PubChem, National Center for Advancing Translational Sciences (NCATS)
